Screens: PubChem BioAssay, several laboratories
BoNT-A LC inh2: BoNT/A light chain protease inhibitors, primary screen, biochemical, flow cytometry, MLPCN library. multiplex microsphere protease substrate cleavage. inhibition, % at 10 µM. Botulinum neurotoxin type A light chain protease (Clostridium botulinum A str. ATCC 3502). 0.17% of 360,000 active; also: plate controls were buffer without enzyme for full effect and enzyme alone for no effect
PfHsp40 rescue: rescue of yeast from PfHsp40 toxicity, primary screen, S. cerevisiae, ATP luminescence; S. cerevisiae expressing PfHsp40, growth rescue; growth rescue, % at 12.5 µM; 0.68% of 340,000 active; AID 504582, 2011; in the data active = growth rescue above about 28%, passing the limit was not always enough; inconclusive = no clear call, values can overlap the other calls;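 also: yeast W303a lacking pdr1 and pdr3 grown in galactose medium; growth measured after three days at 30 °C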
Y pestis TopoI: Yersinia pestis topoisomerase I inhibitors, primary screen, biochemical, cleavage product accumulation, plate reader, single point; Y. pestis Topo-I cleavage product accumulation; activity, % at 10 µM; 0.064% of 360,000 active; AID 504884, 2011; in the data active = activity above about 50%, passing the limit was not always enough; inconclusive = no clear call, values can overlap the other calls; also: inactives centre near 2
TcdB inh: TcdB glycohydrolase inhibitors, primary screen, biochemical, single point, plate reader; Toxin B (Clostridioides difficile), P18177; TcdB glycohydrolase enzymatic assay; inhibition, % at 9.99 µM; 0.24% of 350,000 active; AID 652162, 2013; in the data active = inhibition above about 10%
SSB-PriA inh: inhibitors of Klebsiella pneumoniae PriA binding to SSB C-terminal tail, primary screen, biochemical, AlphaScreen. PriA–SSB C-terminal tail interaction (Klebsiella pneumoniae). AlphaScreen SSBct-PriA binding, biotinylated peptide. inhibition, % at 33 µM. 0.6% of 430,000 active; in the data active = inhibition mostly above about 37%, no sharp cut-off; inactive = mostly below about 20%;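 also: plate controls were negative control peptide for no effect and reference peptide for full effect; strong numbers were not always called active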
Anthrax LF inh2: Bacillus anthracis LF protease inhibitors, primary screen, biochemical, multiplex microsphere, MLPCN library. Lethal factor (Bacillus anthracis), P15917. multiplex microsphere protease cleavage assay. inhibition, % at 10 µM. 0.12% of 360,000 active. AID 588501, 2011; also: plate controls were buffer without enzyme for full effect and enzyme alone for no effect
SARS 3CLpro inh: SARS-CoV 3CLpro protease inhibitors, primary screen, biochemical, quenched FRET; recombinant SARS-CoV 3CLpro, quenched FRET peptide cleavage; inhibition, % at 6 µM; 0.14% of 290,000 active; AID 1706, 2009; in the data active = inhibition above about 12%
Vc quorum ag: inducers of Vibrio cholerae quorum light production without autoinducers, primary screen, BH1578 luxS cqsA deficient, single point. V. cholerae BH1578 lux reporter, luminescence, 6 h. activation, % at 18.7 µM. 0.16% of 350,000 active. AID 588436, 2011; in the data active = activation mostly above about 9.7%, no sharp cut-off; inconclusive = no clear call, values can overlap the other calls; inactive = mostly below about 3.7%; also: not every result past the cut was called active; inactives centre near 0; reference of the scale not given here
PrPC surface inh: inhibitors of human cell surface prion protein PrPC, primary screen, cell-based, TR-FRET. inhibition, % at 13.8 µM. TR-FRET read-out. Major prion protein (Homo sapiens), P04156. 0.43% of 370,000 active; in the data active = inhibition above about 24%; also: 0% = median of the test wells and 100% = reference compound wells
* hit, by the source's call; i = inactive; ? = inconclusive; / = not tested or not shown. Rule as the data show it, unless noted: active = inhibition above about 30%; inconclusive = no clear call, values can overlap the other calls; inactive = below that. These rows are one share of the data; the hit share may differ from the screen's.

structure	BoNT-A LC inh2	PfHsp40 rescue	Y pestis TopoI	TcdB inh	SSB-PriA inh	Anthrax LF inh2	SARS 3CLpro inh	Vc quorum ag	PrPC surface inh
COc1ccc(NC(=O)c2cc3n(n2)C(C(F)(F)F)CC(c2ccc(OC)cc2)N3)cc1 (stereo not drawn)	-0.4	-0.8	3	/	-14	-2	-6	-0.4	3
Cc1ccc(CN2CC(N3CCN(CC4CC4)CC3)CS2(=O)=O)cc1 (stereo not drawn)	0.8	/	/	1.4	/	-6	/	/	-11
COc1ccc(NS(=O)(=O)c2cc(C(=O)N3CCC3)ccc2C)cc1	1.1	0.0	-2	1.4	5	-6	/	0.9	7
CCC1(c2ccc(OC)cc2)NC(=O)N(CC(=O)c2ccc3c(c2)OCCO3)C1=O (stereo not drawn)	0.2	1.6	23	0.5	-11	-5	/	-3.0	13
COc1cccc(NC(=O)CC2S/C(=N\S(=O)(=O)c3ccccc3)N(c3ccccc3)C2=O)c1 (stereo not drawn)	-0.2	1.4	1	/	/	0	2	-0.8	4
CCCn1c(=O)c2ccccc2n2c(SCC(=O)N3CCc4ccccc4C3)nnc12	1.2	1.2	-4	0.0	-1	2	4	-0.2	7
FC(F)(F)c1cccc(-c2nnc(-c3ccccc3)c(N3CCOCC3)n2)c1	2.5	1.9	1	/	-10	-3	-3	-0.2	-2
O=C(CCCOc1ccc(Cl)cc1Cl)N/N=C/c1ccccc1O	0.6	8.4	3	/	/	0	5	i	0
CC(C)(Oc1ccc(Cl)cc1)C(=O)NCCCn1ccnc1	0.3	0.6	6	-0.5	5	0	2	-0.4	-11
COc1ccc([N+](=O)[O-])cc1NCc1ccccc1C	4.3	2.7	0	/	-58	2	8	-0.3	-8

Limited to Anthrax LF inh2, PrPC surface inh and TcdB inh (two entries from above):
Structure,Anthrax LF inh2,PrPC surface inh,TcdB inh
COc1ccc(NC(=O)c2cc3n(n2)C(C(F)(F)F)CC(c2ccc(OC)cc2)N3)cc1 (stereo not drawn),-2,3,/
Cc1ccc(CN2CC(N3CCN(CC4CC4)CC3)CS2(=O)=O)cc1 (stereo not drawn),-6,-11,1.4

Other results follow.
structure	BoNT-A LC inh2	PfHsp40 rescue	Y pestis TopoI	TcdB inh	SSB-PriA inh	Anthrax LF inh2	SARS 3CLpro inh	Vc quorum ag	PrPC surface inh
COc1ccc(-n2ncc3c(=O)n(CC(=O)NC(C)C)cnc32)cc1	4.5	-0.4	5	-1.2	0	6	2	-2.0	3
O=C(Nc1ccc(C(=O)O)cc1)/C(=C\c1ccc([N+](=O)[O-])cc1)NC(=O)c1ccco1	-0.4	/	-1	-0.2	/	1	/	0.8	-7
Cc1ccccc1-n1cc(CNC(=O)C2CCC(=O)N(C3CC3)C2)cn1 (stereo not drawn)	/	-2.3	10	2.5	-7	/	-4	0.4	0
CC(C)CCN1CCN(Cc2cccn2-c2cccnc2)CC1CCO (stereo not drawn)	-2.9	2.2	-2	0.6	-5	-5	2	-0.2	1
O=C(NC(Cc1ccccc1)C(=O)N1CCCCCC1)c1ccccc1 (stereo not drawn)	2.4	-0.4	13	-9.6	-18	3	-8	i	8
COCCNc1nc(Oc2cccc3ccccc23)c2sccc2n1	0.0	/	35	1.7	/	-7	/	i	2
Cc1cnc(NC(=O)CC2CCCC2)s1	-1.0	-0.2	15	2.4	-4	5	-2	-0.4	-3
COc1ccc(CCCC(=O)NC2CCCCC2C)c(C)c1 (stereo not drawn)	-0.2	1.7	4	/	-12	-7	3	-1.5	-2
COc1ccc(N2CCN(C(=O)COC(=O)CNC(=O)c3cccc(OC(F)F)c3)CC2)cc1	?	-0.9	-8	-0.4	9	?	/	0.3	6
CC(C)N(Cc1nc(-c2ccc3c(c2)OCO3)no1)Cc1nccn1C	-0.1	0.5	3	0.4	-5	0	-3	-0.3	-4
O=C(Nc1ccc([N+](=O)[O-])cc1)c1nc[nH]c1C(=O)NC1CCCCC1	0.3	-0.4	-12	-0.2	6	-2	1	-0.7	-1
CC(=O)Nc1ccc(C=NNC(=O)C2CC2)cc1	0.5	4.4	1	0.9	-6	1	/	0.3	-5
O=S(=O)(c1cnc(Cl)c(Br)c1)N1CCc2ccccc21	0.3	-0.8	-6	2.3	-19	-9	-2	-0.3	9
CCOC(=O)N1CCC(NC(=O)CCS(=O)(=O)c2ccc3c(c2)CCN3C(C)=O)CC1	-0.8	3.7	6	/	-6	-1	-1	-5.6	1
COc1cccc(C=Nc2ccc3c(c2)CCC3)c1O	0.5	-2.3	8	2.2	4	-4	0	-16	1
Cc1cc(C(=O)N2CCCc3ccccc32)no1	-0.5	-2.2	5	2.9	-2	-5	0	i	0
CCOC(=O)CSc1nc(NCc2ccco2)c2ccccc2n1	-0.4	0.4	0	/	-8	-5	6	-12	-4
CC(CCc1ccccc1)NC(=O)CSc1cccc[n+]1[O-] (stereo not drawn)	0.7	25	-8	1.7	1	-2	0	i	7
CN(C)c1ccc(CN2CCCCCC2)cc1	-0.2	-2.3	-6	/	-2	-6	1	-0.7	8
CC(Cc1ccccc1Sc1ccccc1)N(C)C (stereo not drawn)	-0.5	-0.2	4	0.3	-5	-7	-5	2.4	8
CCCCN(C(=O)Cn1nnc2ccccc21)C(C(=O)NCc1ccco1)c1ccncc1 (stereo not drawn)	-0.8	-0.1	2	/	2	-4	2	3.8	-7
Cc1ccc(S(=O)(=O)Nc2nc(C)cc(N/N=C/c3ccc(O)cc3)n2)cc1	0.4	-0.6	-4	3.8	/	0	3	-0.1	-2
COc1cc2nc(=S)n3[nH]c(CCn4c(C)nc5ccccc54)nc3c2cc1OC	-0.4	0.0	2	4.9	6	-1	-5	-0.3	0
CN(C)CCCC(=O)c1ccc2c(c1)OCO2	0.0	-2.2	-6	/	-10	-6	6	/	-4
COC(=O)c1ccc2nc(-c3cccc(Br)c3)c(Cc3ccccc3)n2c1	-0.1	/	/	1.9	/	11	/	/	2
Cc1ccc(Cc2c(-c3ccc(F)cc3)nc3ccc(Cl)cn23)cc1	0.2	/	35	-1.4	/	5	/	-0.4	-3
COCCn1c(=NC(=O)c2ccccc2[N+](=O)[O-])sc2cc(S(C)(=O)=O)ccc21	-0.6	-0.1	2	-0.3	-1	0	-5	i	-3
CCN(CC)C(=O)C1CCCN(Cc2ccc3c(c2)OCO3)C1 (stereo not drawn)	0.0	3.0	3	/	-17	-6	1	/	-1
Oc1ccc(-c2nc3ncccn3c2Nc2ccc3c(c2)OCCO3)cc1	-0.9	1.3	1	/	9	-4	1	i	4
CCCC(=O)O/N=C(\c1ccccc1)c1ccncc1	-0.5	-0.2	-7	0.2	/	10	-2	-0.1	-3
COC(=O)c1ccc(N2CCCCC2)c(NS(=O)(=O)c2ccc(C)cc2)c1	0.4	-0.6	47	1.2	-18	-8	3	-3.1	9
Cc1cc2c(C)nc(N/N=C/c3ccccc3)nc2o1	1.3	1.1	3	-0.6	/	-6	-6	i	6
O=C(c1cc(-c2ccco2)on1)N1CCCc2ccccc21	2.4	-1.2	6	1.7	-1	0	-4	-0.2	-2
O=C1NC2(CCCCCC2)C(=O)N1Cc1c(F)cccc1Cl	-0.7	-0.8	-6	2.3	-12	-3	-2	i	3
CN(C)S(=O)(=O)c1ccc(N2CCCC2)c(C(=O)OCC(=O)N2CCN(c3ccccc3)CC2)c1	4.7	-0.3	28	0.8	-14	3	/	-2.6	2
C/C(Cn1nnc([N+](=O)[O-])n1)=N\NC(=O)c1ccc(C)cc1	-0.1	-1.1	-10	0.1	/	1	-2	-0.7	-10
Clc1ccc(NCn2cncn2)nc1	0.9	-0.4	6	/	1	0	4	-0.5	2
CCN(CC)S(=O)(=O)c1cccc(C(=O)Oc2cccc(NC(=O)c3cccs3)c2)c1	-0.3	0.1	-8	/	0	-6	1	-0.2	3
CCN1CCN(c2cc(C)c3cc(NC(=O)CCC(=O)Nc4ccc(OC)c(OC)c4)ccc3n2)CC1	-5.4	-0.6	-4	1.2	1	13	-3	i	-8
Cc1ccccc1NC(=O)N1CCc2ccccc2C1	-0.8	-1.1	4	0.9	-19	3	1	-0.4	1
COc1ccccc1OCCCC(=O)Nc1nnc(C2CCCO2)s1 (stereo not drawn)	-0.5	0.0	14	1.5	-5	-2	2	0.1	2
O=C(c1cccc([N+](=O)[O-])c1)N1CCCC(C(=O)N2CCCCC2)C1 (stereo not drawn)	-9.8	-0.7	-1	2.1	-3	2	1	-0.5	-11
[N-]=[N+]=NC(c1ccccc1)C(NC(=O)c1cc(C(F)(F)F)cc(C(F)(F)F)c1)c1ccccc1 (stereo not drawn)	0.8	/	/	0.7	/	-8	/	/	1
O=C1CCN(S(=O)(=O)c2ccccc2)C2CCCCC12 (stereo not drawn)	-0.5	-1.2	5	/	-2	2	8	-0.1	2
O=S(=O)(NCc1cc(-c2ccccc2Cl)no1)c1ccc(Cl)cc1	-0.6	5.9	11	/	-19	1	3	/	-3
Cc1c(NC(=O)c2nn(C)c(=O)c3ccccc23)c(=O)n(-c2ccccc2)n1C	-0.1	0.5	-2	/	-11	0	1	-0.3	-2
CCOC(=O)C(Cc1ccccc1)C(=O)NCc1ccccc1 (stereo not drawn)	-2.9	-0.8	-2	1.8	-1	-6	-3	i	3
Clc1ccc(-c2nc3ccc(Cl)cn3c2Cc2ccccc2)cc1	0.1	/	19	13*	/	-2	/	-0.4	1
CCOC1=C2[C@@H](CN(S(=O)(=O)c3ccc(C)cc3)[C@H]2c2ccccc2Cl)[C@H]2C(=O)N(C)C(=O)[C@H]2C1	0.1	/	/	1.9	/	5	/	/	12
C=CCn1c(-c2cccs2)nc2ccccc21	0.1	-0.2	-1	/	-6	-6	-6	0.5	3

(listing goes on)
structure	BoNT-A LC inh2	PfHsp40 rescue	Y pestis TopoI	TcdB inh	SSB-PriA inh	Anthrax LF inh2	SARS 3CLpro inh	Vc quorum ag	PrPC surface inh
COC(=O)c1c(C)[nH]c(C(=O)CSc2nnnn2-c2ccccc2)c1C	-0.1	-0.6	12	/	-12	-4	4	i	-3
CSc1nc2ccc(S(=O)(=O)N3CCc4ccccc43)cc2s1	-1.7	1.4	5	0.3	-13	-8	2	-0.6	/
CCOCCCNC(=O)CCSc1ccc(C)cc1	-1.0	-0.8	-1	/	-25	-15	5	-0.7	5
COc1ccc(C2C(C(=O)OC(C)C)=C(C)N=c3s/c(=C\c4cccs4)c(=O)n32)cc1 (stereo not drawn)	20	-0.7	-4	/	/	16	2	-0.9	3
Cc1ccc(-n2c(SCC(=O)OC(C)C)nnc2-c2ccccn2)cc1	0.3	-0.6	11	/	13	-4	-5	-0.2	0
COc1ccccc1CNC(=O)CCNS(=O)(=O)c1cccc2nonc12	-0.8	-1.0	3	1.0	4	0	1	-0.4	-31
CN(C)CC(C)(C)CNCc1cc(=O)oc2ccc3ccccc3c12	-1.0	-0.6	3	2.0	-7	-4	1	-0.6	-5
Cc1ccc(C(=O)COC(=O)CN2C(=O)C3CC=CCC3C2=O)cc1C (stereo not drawn)	-0.2	/	3	0.3	/	-1	/	i	6
OCC1=C[C@@H](O)[C@@H]2C=CO[C@@H](O[C@@H]3O[C@H](CO)[C@@H](O)[C@H](O)[C@H]3O)[C@H]12	0.2	-0.4	3	1.0	-3	3	/	-7.3	3
Cc1cc(C)n(S(=O)(=O)c2ccc(Cl)cc2)n1	-1.0	-1.9	5	0.0	-11	-7	-2	i	6
